RGS4 inh – Inhibitors of Regulator of G Protein Signaling (RGS) 4: qHTS | AID 504845, 2011 | Transcreener GDP fluorescence polarization, RGS4-accelerated GTP hydrolysis | 0.039% of 390,000 active | Regulator of G-protein signaling 4 (Homo sapiens), P49798 | Potency, µM (doses to about 114 µM), without a hit: at the top dose activity change, negative = inhibition, actives largely listed as inhibitors; further: on the % scale 0 is the no-effect control and ±100 the full control effect; nearly all actives have a fitted effect of over 75% in size; some results filed as inactive show a strong effect at the top dose
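MLSMR compounds (23 nl, pin-transferred) preincubated 10 min at room temperature with a 500nM (2x) first reagent, then RGS4 at 900nM (2x) plus Transcreener GDP mix added; fluorescence polarization (620/688 nm) read before and after 90 min at 30 °C.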
RXFP1 agonist – qHTS Assay for Agonists of the Relaxin Receptor RXFP1; Relaxin receptor 1 (Homo sapiens), Q9HBX9; HEK293T-RXFP1 cAMP TR-FRET, 30 min; response scale: percent of porcine relaxin response, buffer zero; Potency, µM (titrated, usually from 57.5 µM), for inactives: at the highest dose activation, usual class: activators; 0.3% of 370,000 active; further: on the % scale 0 is the no-effect control and ±100 the full control effect; nearly all actives have a fitted effect of over 60% in size; many of its hits are not listed in these tables
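HEK293 cells stably expressing RXFP1, treated 30 min at 37C with compounds plus PDE4 inhibitor Ro 20174; cAMP measured by HTRF TR-FRET. Normalized to buffer and 29 nM porcine relaxin; EC50 by Hill fit.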
mIDH1 inhibitor – qHTS for Inhibitors of mutant isocitrate dehydrogenase 1 (IDH1): qHTS; Isocitrate dehydrogenase [NADP] cytoplasmic (Homo sapiens), O75874; IDH1-R132H enzyme, NADPH consumption, diaphorase/resazurin fluorescence; Potency, µM (doses to about 76.6 µM), without a hit: at the top dose activity change, negative = inhibition, actives largely listed as inhibitors; 0.093% of 390,000 active; AID 602179, 2012; further: on the % scale 0 is the no-effect control and ±100 the full control effect; nearly all actives have a fitted effect of over 65% in size
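IDH1-R132H (0.5 ug/mL) preincubated 30 min with compound, then NADPH (0.016 mM) and alpha-KG (2 mM) added; 80 min at RT, pH 7.5. Remaining NADPH coupled via diaphorase/resazurin to fluorescence (540/590 nm); concentration-response curves normalized to no-enzyme control.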
USP1 inh – Inhibitors of USP1/UAF1: Primary Screen. recombinant USP1/UAF1, Ub-Rhodamine cleavage fluorescence. 0.23% of 390,000 active. Potency, µM (top dose mostly 57.1 µM), without a hit: at the top dose activity change, negative = inhibition, actives largely listed as inhibitors. Ubiquitin carboxyl-terminal hydrolase 1 (Homo sapiens), O94782; further: on the % scale 0 is the no-effect control and ±100 the full control effect; nearly all actives have a fitted effect of over 60% in size; inactives centre near -12
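USP1/UAF1 complex (1 nM) preincubated 15 min at room temperature with compound, then Ub-Rho substrate (150 nM final) added. Kinetic fluorescence at 480/540 nm over 6 reads at 60 s intervals; 50 mM HEPES pH 7.8, 0.5 mM EDTA, 0.1 mg/ml BSA, 1 mM TCEP, 0.01% Tween-20.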
ALOX12 inh – Primary qHTS assay for inhibitors of human arachidonate 12S-lipoxygenase (ALOX12): Round 2. Polyunsaturated fatty acid lipoxygenase ALOX12 (Homo sapiens), P18054. purified 12hLO, xylenol orange hydroperoxide absorbance. Potency, µM (titrated, usually from 108 µM), without a hit: at the top dose activity change, negative = inhibition, hits mostly inhibitors. 1.1% of 580,000 active. AID 1671190, 2021; further: on the % scale 0 is the no-effect control and ±100 the full control effect
Target sequence (P18054 whole entry, looked up): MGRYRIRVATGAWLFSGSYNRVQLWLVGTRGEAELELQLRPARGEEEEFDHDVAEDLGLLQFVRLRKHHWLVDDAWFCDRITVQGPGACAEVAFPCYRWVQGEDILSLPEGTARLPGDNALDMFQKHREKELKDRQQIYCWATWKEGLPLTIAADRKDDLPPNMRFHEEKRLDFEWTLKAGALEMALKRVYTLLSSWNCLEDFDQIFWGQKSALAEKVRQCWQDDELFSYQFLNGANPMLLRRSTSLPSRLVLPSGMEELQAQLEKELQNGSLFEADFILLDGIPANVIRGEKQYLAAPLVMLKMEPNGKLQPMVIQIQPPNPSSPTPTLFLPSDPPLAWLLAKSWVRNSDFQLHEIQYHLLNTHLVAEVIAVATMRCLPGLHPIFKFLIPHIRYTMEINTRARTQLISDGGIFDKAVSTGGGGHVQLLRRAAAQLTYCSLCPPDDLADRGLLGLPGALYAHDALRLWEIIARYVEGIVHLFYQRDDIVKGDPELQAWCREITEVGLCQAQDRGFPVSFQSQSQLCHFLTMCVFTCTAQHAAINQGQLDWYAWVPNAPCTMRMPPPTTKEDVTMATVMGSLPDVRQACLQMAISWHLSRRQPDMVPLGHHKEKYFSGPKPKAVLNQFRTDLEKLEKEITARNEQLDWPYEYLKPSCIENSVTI
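Purified human 12hLO at 150 nM in 25 mM Hepes, 0.01% Triton X-100, pH 7.0, preincubated 15 min at room temperature with compound. Reaction started with 40 uM arachidonic acid, 30 min at room temperature. Hydroperoxide measured by Fe-xylenol orange, 573/405 nm absorbance ratio.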
Vif-A3G inh – qHTS for Inhibitors of Vif-A3G Interactions: qHTS; HeLa A3G-eYFP + Vif (tagged APOBEC3G with the HIV-1 protein that degrades it), YFP fluorescence, overnight; Potency, µM (highest dose often 46.1 µM), inactives show at the top dose activity, negative = active, actives largely listed as inhibitors; 0.076% of 410,000 active; DNA dC->dU-editing enzyme APOBEC-3G (Homo sapiens), Q9HC16;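 further: on the % scale 0 is the no-effect control and ±100 the full control effect; nearly all actives have a fitted effect of over 60% in size; hits raise eYFP signal because A3G escapes Vif-driven loss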
Target sequence (Q9HC16 whole entry, looked up): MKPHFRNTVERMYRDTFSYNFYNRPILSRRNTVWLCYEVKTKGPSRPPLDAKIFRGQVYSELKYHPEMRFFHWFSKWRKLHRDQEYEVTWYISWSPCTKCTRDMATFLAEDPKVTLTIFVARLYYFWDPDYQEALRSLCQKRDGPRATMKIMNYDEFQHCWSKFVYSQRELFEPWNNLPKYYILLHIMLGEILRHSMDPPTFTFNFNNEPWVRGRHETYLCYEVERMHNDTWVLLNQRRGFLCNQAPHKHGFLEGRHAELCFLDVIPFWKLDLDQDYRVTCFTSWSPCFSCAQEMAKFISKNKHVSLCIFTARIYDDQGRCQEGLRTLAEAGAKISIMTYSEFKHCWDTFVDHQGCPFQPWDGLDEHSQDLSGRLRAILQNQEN
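HeLa cells stably expressing Vif and C-terminally eYFP-tagged A3G, seeded overnight at 37 deg C, then exposed to compound by pintool overnight at 37 deg C. Rise in yellow fluorescence (Ex 488/Em 500-530, Acumen) marks blocked Vif-driven A3G degradation.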
rTrxR1 inhibitor – qHTS Assay for Inhibitors of Mammalian Selenoprotein Thioredoxin Reductase 1 (TrxR1): qHTS | Thioredoxin reductase 1, cytoplasmic (Rattus norvegicus), O89049 | recombinant rTrxR1, NADPH fluorescence consumption, selenite substrate | Potency, µM (highest dose often 114 µM), for the others: at the top dose activity change, negative = inhibition, most hits filed as inhibitors | 1% of 390,000 active; further: on the % scale 0 is the no-effect control and ±100 the full control effect; nearly all actives have a fitted effect of over 65% in size
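Rat TrxR1 (90 nM in the dispensed reagent) was pre-reduced with 400 uM NADPH for 5 min at room temperature, then incubated with compound for 15 min. After 400 uM selenite was added, NADPH fluorescence (Ex 340/Em 450 nm) was followed for 8 min.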
Vif-A3F inh – qHTS for Inhibitors of Vif-A3F Interactions: qHTS | Potency, µM (highest dose often 46.1 µM), for the others: at the highest dose activity, negative = active | 0.2% of 390,000 active | HeLa A3F-eYFP + Vif (tagged APOBEC3F with the HIV-1 protein that degrades it), YFP fluorescence increase; further: % of control where 0% means no effect; nearly all actives have a fitted effect of over 65% in size
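HeLa cells stably expressing A3F-eYFP plus Vif, plated and incubated overnight at 37 deg C, then exposed to compounds overnight at 37 deg C. Blocked degradation read as raised yellow fluorescence (Ex 488/Em 500-530).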
TrxR1 substrate – qHTS Assay for Substrates of Mammalian Selenoprotein Thioredoxin Reductase 1 (TrxR1): qHTS; purified TrxR1 substrate turnover, NADPH consumption readout; Thioredoxin reductase 1, cytoplasmic (Rattus norvegicus), O89049; Potency, µM (series often up to 114 µM), for inactives: at the highest dose activity change, negative = substrate turnover; 0.01% of 390,000 active; AID 588456, 2011; further: on the % scale 0 is the no-effect control and ±100 the full control effect; nearly all actives have a fitted effect of over 50% in size
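Rat TrxR1, dispensed at 90 nM, was prereduced with 400 uM NADPH (final) for 5 min at ~22 deg C, then incubated with compound 15 min before 400 uM selenite. A first-read NADPH fluorescence drop versus no-compound background flagged substrates.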
* = called active by the depositor; ? = inconclusive; . = not tested or not shown; & = joins results of further samples; [ ] = remark or other dose. The call rests on the fitted dose curve; in most records, active means well fitted curve in the direction sought with a large enough effect; inconclusive means small, poorly fitted or top-dose-only effect, or another doubt; inactive means no such curve, though single readings can be large; an effect the other way counts as inactive or inconclusive. Potency means the concentration at half of the fitted maximal effect. These rows are one share of the data. The share of hits here may be higher or lower than overall.

cpd	canonical_smiles	RGS4 inh	RXFP1 agonist	mIDH1 inhibitor	USP1 inh	ALOX12 inh	Vif-A3G inh	rTrxR1 inhibitor	Vif-A3F inh	TrxR1 substrate
1	CCCCNC(=O)C1CC(=O)N(CCc2ccc(C)cc2)C1 (stereo not given)	8%[56.9 µM]	-4.2%	0%	-22%	0%	-1%	8%	-14%	-2%
2	CC1(C)C2CCC1(CS(=O)(=O)N1CCN(c3ccccc3F)CC1)C(=O)C2 (stereo not given)	6%	-5.3%	4%	-19%	13%	7%	1%	3%	4%
3	Cc1cc(C)n(CCC(=O)N/N=C/c2cccc([N+](=O)[O-])c2)n1	32%	3.0%	3%	2%	212%[activator]	-1%	6%	6%	-2%
4	CC(/C=N/NC(=O)Cc1cccs1)=C\c1ccccc1	-18%	-0.2%	4%	-19%	-19%	-4%	-11%	2%	-5%
5	CC(CCc1ccccc1)NC(=O)COC(=O)C12CC3CC(CC(Br)(C3)C1)C2 (stereo not given)	-27%	1.4%	7%	-16%	-16%	0%	12%	-1%	-5%
6	CCOc1ccc(N(C(C)C(=O)N2CCOCC2)S(C)(=O)=O)cc1 (stereo not given)	-6%	1.5%	0%	-9%	11%	3%	8%[57.1 µM]	2%	-10%
7	CCc1nn(CC(=O)Nc2c(C)cccc2C)c(=O)c2cc3sccc3n12	12%	10%	-3%	-18%	-6%	3%	16%	4%	1%
8	O=C1CN=C(Nc2ccccc2Cl)N1c1ccccc1	-30%	-0.5%	4%	-2%	-28%	0%	-11%	0%	-2%
9	COc1cccc(/C=C2/CN(C)CC3=C2OC(N)=C(C#N)C3c2cccc(OC)c2)c1 (stereo not given)	19%	0.1%	4%	-14%	?	-10%	-4%[57.1 µM]	-22%	7%[57.1 µM]
10	COCc1cc(C)nc(NC2CCCCC2)c1C#N	-23%	1.2%	4%	-16%	0%[57.4 µM]	0%	14%[57.1 µM]	-14%	245%[activator]
11	C=CCn1c(=O)c2ccc(C(=O)NCc3ccccc3)cc2n(Cc2ccc(C)cc2)c1=O	-3%	21%	12%	-24%	-8%	3%	13%	-5%	6%
12	Cc1cccc(N2CCN(C(=O)C(Cc3ccccc3)n3cccc3)CC2)c1C (stereo not given)	-3%	0.5%	0%	-9%	39%[activator]	-1%	7%[57.1 µM]	-6%	8%[57.1 µM]
13	Cc1ccc(NC(=O)CSc2nnc(-c3cc(C)[nH]n3)n2N)c(C)c1	15%	-2.9%	7%	-16%	-2%	-2%	-1%	-1%	0%
14	COc1cc(Br)cc(C2C3=C(CCCC3=O)N(c3ccc(F)cc3)C3=C2C(=O)CCC3)c1O	-7%	0.3%	4%	-14%	?	-1%	-7%	14%	-11%
15	Cc1ccc(NC(=O)c2ccc(Nc3ccccc3F)nc2)cc1	-20%	6.7%	6%	-5%	-8%	4%	15%	4%	8%
16	CCNS(=O)(=O)c1ccc2nc(NC(=O)/C=C/c3cc(OC)c(OC)c(OC)c3)sc2c1	10%	-0.6%	2%	-21%	-16%	2%	-5%	3%	1%
17	COCCCn1c(=N)c(C(N)=S)cc2c(=O)n3cccc(C)c3nc21	-48%	.	4%	-14%	?	1%	-8%	1%	202%[activator]
18	COc1cc(C[C@H](C)[C@H](C)Cc2ccc3c(c2)OCO3)ccc1O	-23%	15%	-8%[38.3 µM]	?	.	-12%	-9%	1%	-9%
19	CCc1ccc(S(=O)(=O)c2cn(CC)c3cc(N4CCOCC4)c(F)cc3c2=O)cc1	-1%	2.7%	-17%	-11%	-7%	3%	8%	-1%	6%
20	Cc1ccc(N2CCN(C(=O)CN3C(=O)c4ccccc4C3=O)CC2)cc1	-2%	0.3%	-6%	-11%	0%[57.4 µM]	-1%	7%	.	2%
21	CCN1CCN(C(c2cccs2)C(C)NC(=O)NC2CCCCC2)CC1 (stereo not given)	-5%	1.2%	4%	-7%	31%[activator]	1%	-1%[57.1 µM]	1%	-1%[57.1 µM]
22	Cc1ccc[n+](CC(=O)Nc2ccc([N+](=O)[O-])cc2)c1	25%	0.0%	-2%	2%	?	1%	?	-6%	-5%
23	NS(=O)(=O)c1cc(C(=O)NCCOc2ccccc2)c(Cl)cc1Cl	-13%	0.9%	10%	-6%	-26%	-7%	0%	-4%	0%
24	CSCCC(NS(=O)(=O)c1ccc2c(c1)oc(=O)n2C)C(=O)NC1CCC(C)CC1 (stereo not given)	9%	0.7%	18%	-21%	28%	0%	7%[57.1 µM]	-7%	12%[57.1 µM]
25	Cn1nc(C(=O)N2CCN(c3ccccc3F)CC2)c2c1-c1ccccc1S(=O)(=O)C2	-13%&-37%	0.6%&0.2%	-10%&-10%	?	4%&3%	0%&-3%	21%&3%	-2%&3%	-2%&0%
26	CCOC(=O)c1c(NC(=O)c2ccccc2)sc2c(O)c(CN(CC)CC)ccc12	7%	2.0%	7%	2%	?	-3%	18%	-10%	1%
27	Cc1nn(Cc2ccc(C(=O)NC3CCCCC3)o2)c(C)c1Br	3%	0.6%	1%	-19%	-7%	-6%	8%	-10%	7%
28	O=C(Cc1ccc(F)cc1)Nc1ccc(Cl)cn1	-39%	-0.3%	7%	-14%	1%	0%	14%[57.1 µM]	5%	9%[57.1 µM]
29	O=S(=O)(NCC(c1cccnc1)N1CCOCC1)c1ccccc1 (stereo not given)	11%	-0.5%	-4%	-12%	-7%	1%	18%	-4%	-1%
30	O=C(Cc1cccs1)NC1CC(=O)N(c2ccccc2)C1 (stereo not given)	-9%	0.8%	1%	19%	-10%	-1%	10%[57.1 µM]	-2%	6%[57.1 µM]
31	O=C1CN(C(=O)c2ccc(Br)o2)C(c2ccccc2)c2cc(F)ccc2N1 (stereo not given)	-14%	-1.6%	-4%	-20%	7%[57.4 µM]	-2%	-4%[57.1 µM]	7%	11%[57.1 µM]
32	COCCNC(=S)NNC(=O)c1cc(-c2cccnc2)nc2ccccc12	-46%	1.4%	11%	-11%	100%[activator]	-3%	?	-4%	-4%
33	COc1ccccc1Nc1nc(NCCO)nc(N2CCCC2)n1	-11%	.	.	.	4%	-1%	28%	-6%	6%
34	Cc1ccc(N(C(C)C(=O)Nc2cc(Cl)ccc2Oc2ccccc2)S(C)(=O)=O)cc1 (stereo not given)	-19%	-3.3%	4%	7%	-4%	-1%	-10%	1%	-5%
35	CCOC(=O)Oc1ccc2c(c1)C(C)=CC(C)(C)N2C(=O)OCC	-35%	1.0%	11%	-11%	-16%	1%	6%[57.1 µM]	-10%	1%[57.1 µM]
36	Cc1cc(N2CCCCCC2)nc2ccccc12	0%	-1.4%	-7%	-12%	?	-4%	-1%[57.1 µM]	1%	1%[57.1 µM]
37	CCCOc1ccc(-c2nonc2NC(=O)c2oc3ccc(Cl)cc3c2C)cc1OCCC	1%	1.4%	0%	-14%	2%	0%	20%	-3%	2%
38	Cc1ccc(C(=O)NNC(=O)c2ccco2)cc1	-10%	-1.7%	0%	2%	1%	0%	-25%	10%	-8%
39	CC(=O)c1c(C)[nH]c(C(=O)Nc2cccc(S(=O)(=O)N3CCCC3)c2)c1C	-5%	.	0%	-12%	2%	1%	4%[57.1 µM]	-12%	7%[57.1 µM]
40	CCN(CC)S(=O)(=O)c1ccc(C(=O)NNC2=NS(=O)(=O)c3ccccc32)cc1	-6%	-0.2%	0%	-18%	?	2%	-1%	-3%	-8%
41	CCOCCc1nnc(N)s1	11%	1.0%	4%	-13%	22%	2%	26%	1%	11%
42	O=C(Nc1ccc(S(=O)(=O)N2CCCC2)cc1)c1ccc(Cl)nc1	-1%	1.0%	-12%	-14%	-1%	-2%	6%	1%	-7%
43	CCCCSc1nc2sc3c(c2c(=O)n1-c1ccccc1C)CC(C)(C)OC3	24%	-2.2%	-13%	-9%	-25%	0%	19%	2%	3%
44	COc1ccc(C(c2nnnn2Cc2ccccc2)N2CCN(C(=O)c3ccco3)CC2)cc1OC (stereo not given)	9%	0.4%	1%	-21%	?	-3%	-25%	0%	16%[57.1 µM]
45	O=C(NC12CC3CC(CC(C3)C1)C2)c1ccc([N+](=O)[O-])cc1	33%	2.1%	5%	0%	8%	3%	39%[activator]	0%	12%

Source: PubChem
